KOR beta-arrestin-1 – kappa opioid receptor activators – cell-based, luminescence, uHTS, primary screen (AID 1777); 280,000 compounds, 0.02% hits; one-dose activation, % at 10 µM; EC50 in µM for titrated hits; KOR beta-arrestin recruitment, luminescence; higher % means a stronger effect; in the data active = activation above about 50%, passing the limit was not always enough; note: a part of the inactive calls stands beside numbers as strong as those of hits
Yfh1-off respiration – enhancers of respiration in Yfh1-depleted yeast, dose response, Friedreich's ataxia, plus single-dose screen (AID 1465). S. cerevisiae Yfh1-off respiration, WST-1 reduction, 72 h; higher fold induction means a stronger effect. one-dose fold induction at 50 µM; EC50 in µM for titrated hits. 220,000 compounds, 0.074% hits;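 active = fold induction of absorbance versus untreated yeast above a set limit, then at least 30% activation at any dose in follow-up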;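 note: activators that raise dye reduction in frataxin-depleted yeast; strong numbers were not always called active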
NOD1 inhibition – inhibition of NOD1-driven NF-kB reporter – cell-based, luminescence, uHTS, primary screen (AID 1578) | NOD1-driven NF-kB luciferase reporter cells, luminescence; higher % means a stronger effect | one-dose inhibition, % at 4 µM; EC50 in µM for titrated hits | 290,000 compounds, 1% hits; in the data active = inhibition mostly above about 36%, no sharp cut-off; inactive = mostly below about 34%;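 note: HEK-293T reporter cells stimulated with the NOD1 agonist gamma-tri-DAP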
KOR beta-arrestin-2 – kappa opioid receptor blockers – cell-based, luminescence, uHTS (AID 1778); KOR beta-arrestin recruitment, luminescence, antagonist mode; higher % means a stronger effect; inhibition, % at 10 µM, or IC50 in µM where a hit was titrated; 290,000 compounds, 0.091% hits; note: strong numbers were not always called active
West Nile antiviral – inhibition of WNV-induced cytopathic effect – cell-based, CPE readout (AID 1621) | West Nile virus-infected cells, CPE inhibition; higher % means a stronger effect | CPE inhibition, % at 10 µM; hits with a dose series show IC50 in µM | 290,000 compounds, 0.02% hits; in the data active = a potency from the dose series; note: strong numbers were not always called active
AID2073 – disruptors of CaV2.2 binding to Mint1 – biochemical, HTRF (AID 2073). HTRF protein-protein interaction, Mint1-CaV2.2; higher % means a stronger effect. inhibition, % at 20 µM; hits with a dose series show IC50 in µM. 290,000 compounds, 0.19% hits; in the data active = inhibition mostly above about 51%, no sharp cut-off; note: some results filed as inactive read as strong as hits
HIV peptide binding – inhibitors of HIV fusion peptide binding, primary screen, biochemical, uHTS, fluorescence dequenching (AID 1986); cell-free peptide binding, fluorescence dequenching, 30 min; higher % means a stronger effect; inhibition, % at 20 µM; hits with a dose series show IC50 in µM; 290,000 compounds, 0.3% hits; in the data active = inhibition mostly above about 52%, no sharp cut-off; inactive = mostly below about 76%; note: some results filed as inactive read as strong as hits
Dengue-2 NS5 capping – flavivirus cap methylation enzyme inhibition – biochemical, confirmation dose response, primary screen (AID 588689); 340,000 compounds, 0.3% hits; inhibition, % at 25 µM; hits with a dose series show IC50 in µM; Dengue-2 NS5 methyltransferase capping enzyme assay, biochemical; higher % means a stronger effect; in the data active = a potency from the dose series
HEK293 NOD2/NF-kB – inhibition of NOD2-driven NF-kB reporter – cell-based, luminescence, uHTS, HEK293 (AID 1566); 290,000 compounds, 0.63% hits; HEK293 NOD2/NF-kB luciferase reporter, luminescence; higher % means a stronger effect; inhibition, % at 4 µM; hits with a dose series show EC50 in µM; note: many of its hits are not listed in these tables
Dengue-2 NS5 capping pilot replicate – recorded beside Dengue-2 NS5 capping, whose call it bears; inhibition, %; measured here: pilot screen replicate inhibition
Starred values were filed as active, the others as inactive; i = inactive; . = no result given; [ ] = another dose, or the depositor's remark. Cut-off read from the data, not from the text of the source, unless noted: active = inhibition above about 50%; inactive = the rest. The list is partial (hit frequency here may not be typical).

SMILES | KOR beta-arrestin-1 | Yfh1-off respiration | NOD1 inhibition | KOR beta-arrestin-2 | West Nile antiviral | AID2073 | HIV peptide binding | Dengue-2 NS5 capping | HEK293 NOD2/NF-kB | others
Cc1cccc(N(C(=O)CNC(=O)c2cccs2)C(C(=O)NC2CCCC2)c2ccncc2)c1 (configuration not stated) | 1.9% | . | -46% | 1% | -0.8% | 6% | 0.9% | -6% | -3%
COc1ccc(OC)c2[nH]c(=O)c(CCNC(=O)Cc3cccs3)cc12 | -5.7% | i | -16% | -2% | -0.3% | 22% | -0.4% | -1% | 14%
C=CCN1C(=O)C(Cc2ccc(Br)cc2)S/C1=N\N=C\c1ccco1 (configuration not stated) | 2.5% | i | 8% | -11% | -0.6% | 20% | 3.4% | -2% | 6%
O=c1c2ccccc2nc2c3ccccc3ncn12 | 2.1% | i | -13% | 18% | 0.1% | 18% | -0.9% | -2% | 5%
CCN(c1ccccc1)S(=O)(=O)c1ccc(F)c(C(=O)O)c1 | 40% | i | -16% | 1% | -0.2% | -5% | 0.9% | -4% | -1%
CC(C)C[C@H](NC(=O)c1nc[nH]c1C(=O)NCCCCCNC(=O)OC(C)(C)C)C(=O)OCc1ccccc1 | 3.7% | i | -14% | 2% | -0.3% | 15% | 0.1% | -2% | 8%
O=C(c1cnn2c1NC(c1ccc(Br)cc1)CC2C(F)(F)F)N1CCN2CCCC2C1 (configuration not stated) | 22% | i | 0% | 6% | -0.8% | 2% | -2.0% | 0% | -6%
O=C(CN(C(=O)CCC(=O)Nc1nccs1)c1cccc(F)c1)NCc1ccc(F)cc1 | -4.3% | . | -20% | -5% | -0.1% | -1% | 0.0% | -7% | -8%
Cc1cc(C)nc(NS(=O)(=O)c2cccs2)c1 | -3.2% | i | -18% | -1% | -0.3% | -3% | -1.1% | 9% | 14%
COc1ccc(C2=NN(C(=O)CCC(=O)O)C(c3ccc(F)cc3)C2)cc1 (configuration not stated) | -3.7% | . | -15% | -10%[20 µM] | -0.4% | 1% | -0.7% | -2% | 1%
CNC(=S)N(CCc1c(C)[nH]c2ccc(C)cc12)Cc1ccco1 | 1.5% | . | -19% | -40% | . | 12% | -0.4% | -11% | 18%
CCCN1CCC(=NNc2ccc(S(=O)(=O)N3CCOCC3)cc2[N+](=O)[O-])CC1 | 3.6% | i | -5% | -20% | -0.6% | -2% | -0.2% | -10% | -8%
O=C(c1ccccc1)N1CCN(Cc2ccc3c(c2)OCO3)CC1 | 3.5% | . | -6% | -1% | 0.0% | 15% | 1.1% | 0% | 1%
COc1ccc(-n2nc(C)c3sc(C)nc3c2=O)cc1 | -0.1% | i | 2% | 32% | 0.1% | 2% | -1.2% | -5% | 7%
CCN1C(=O)c2cccc3c(S(=O)(=O)Nc4ccc(O)c(C(=O)O)c4)ccc1c23 | -3.8% | . | -27% | 13% | 0.1% | -3% | 24% | 4% | -3%
CCOc1ccc(N2C=Nc3ccc(OCC)cc3C2)cc1 | 1.2% | . | -8% | -13% | -1.0% | 7% | -0.7% | -11% | -13%
COC(=O)CCC(=O)NNC(=O)c1cccc(Cl)c1 | 9.2% | i | 13% | -1% | 0.1% | 22% | -3.0% | -1% | 18%
O=S(=O)(NC1CC2CCC1C2)c1ccc(Cl)cc1 (configuration not stated) | 1.0% | . | 11% | 4%[20 µM] | -1.0% | 2% | -0.4% | -5% | 10%
CNc1nc(C)nc(N/N=C/c2ccccc2)n1 | . | i | -8% | 2%[20 µM] | 0.5% | -9% | -1.1% | -10% | -26%
Cc1ccc(NC(=O)Cn2nnc(C(=O)NCc3ccco3)c2N)c(C)c1 | -0.6% | . | 8% | -28% | 0.7% | 0% | 0.4% | 4% | 6%
CCc1ccccc1NC(=O)NCc1cccnc1 | 3.2% | . | -2% | 2% | -0.1% | 9% | -0.6% | -7% | 16%
COc1ccc(NC(=O)c2ccccn2)cc1OC | 5.1% | i | -58% | 28% | 0.7% | 3% | 3.4% | 35% | -40%
COc1ccccc1/C=N/NC(=O)CC(=O)NCc1ccccc1 | 1.7% | i | -22% | 9% | 0.3% | -14% | -1.2% | -5% | 7%
COCCCNC(=O)c1cc2c(=O)n3cccc(C)c3nc2s1 | -4.7% | . | -7% | 35% | -0.3% | 16% | 1.3% | 3% | 2%
Cc1cc(Cl)ccc1NC(=S)NCc1ccc(F)cc1 | 0.7% | . | -19% | -13% | -1.9% | -2% | 0.0% | -5% | 6%

By substructure, the entries above containing a COOH group.
SMILES | KOR beta-arrestin-1 | Yfh1-off respiration | NOD1 inhibition | KOR beta-arrestin-2 | West Nile antiviral | AID2073 | HIV peptide binding | Dengue-2 NS5 capping | HEK293 NOD2/NF-kB | others
CCN(c1ccccc1)S(=O)(=O)c1ccc(F)c(C(=O)O)c1 | 40% | i | -16% | 1% | -0.2% | -5% | 0.9% | -4% | -1%
COc1ccc(C2=NN(C(=O)CCC(=O)O)C(c3ccc(F)cc3)C2)cc1 (configuration not stated) | -3.7% | . | -15% | -10%[20 µM] | -0.4% | 1% | -0.7% | -2% | 1%
CCN1C(=O)c2cccc3c(S(=O)(=O)Nc4ccc(O)c(C(=O)O)c4)ccc1c23 | -3.8% | . | -27% | 13% | 0.1% | -3% | 24% | 4% | -3%

Remaining list, next part:
SMILES | KOR beta-arrestin-1 | Yfh1-off respiration | NOD1 inhibition | KOR beta-arrestin-2 | West Nile antiviral | AID2073 | HIV peptide binding | Dengue-2 NS5 capping | HEK293 NOD2/NF-kB | others
C=CCN1C(=O)C(CC(=O)Nc2ccccc2)S/C1=N/c1nccs1 (configuration not stated) | -0.9% | i | -13% | -5% | -1.0% | 5% | 0.2% | 4% | 3%
CC1=CC(C)=Nc2ccccc2N1 | 6.4% | i | -19% | -21% | -0.1% | 1% | 0.6% | 6% | 0%
Cc1ccc(-c2nc3c(c(=O)[nH]c(=O)n3Cc3ccccc3)n2C)o1 | -2.9% | i | -46% | -14% | 0.0% | 6.1µM* | 18% | -8% | 1%
Nn1c(Cc2ccc(F)cc2)n[nH]c1=S | -6.3% | i | -16% | 38% | -0.8% | 8% | -0.8% | 6% | 3%
Cc1ccsc1/C=N/n1c(-c2ccncc2)n[nH]c1=S | -1.5% | i | -13% | . | -0.3% | -25% | 2.2% | -1% | 8%
CC1(C)C(c2cccs2)=[N+]([O-])C2(CCCCC/C2=N\O)N1O (configuration not stated) | -1.1% | i | -17% | 2% | 0.2% | 2% | 1.9% | 2% | 4% | Dengue-2 NS5 capping pilot replicate=-3.3
c1ccc2cc(CSCc3nc4ccccc4[nH]3)ccc2c1 | 6.7% | i | 3% | 2% | -1.2% | -3% | 0.6% | 1% | -3%
c1cncc(-c2nc(NCc3cccs3)c3ccccc3n2)c1 | -1.2% | i | -41% | -24% | -0.2% | 8% | 7.1% | -13% | -21%
CCN(C(=O)c1cccc(NC(=O)c2ccccc2)c1)C1CCCCC1 | -0.1% | . | -10% | 15% | -1.5% | 1% | 2.1% | 1% | 2%
COc1ccc(/C=C(\NC(=O)c2ccc(OC)cc2)C(=O)Nc2cccc(C(=O)O)c2)cc1 | 0.8% | . | -12% | -9% | -0.3% | 14% | 2.4% | -1% | -22%
COc1ccc(Cc2nc3ccc(C(=O)N(C)CCc4cnn(C)c4)cc3o2)cc1OC | 0.0% | . | -7% | -7% | -1.4% | -1% | 0.7% | -1% | 10%
CC(=O)c1ccc(NC(=O)C2CCCNC2=O)cc1 (configuration not stated) | -10% | i | 17% | 10% | 0.6% | -4% | -1.7% | -4% | 3%
O=C(NCCc1ccccc1)c1cc2sccc2n1Cc1ccccc1 | 0.7% | i | -12% | 17% | -0.3% | -6% | 2.1% | -5% | 11%
CN(C)Cc1ccccc1C1(O)c2ccccc2CSc2ccccc21 (configuration not stated) | -2.4% | i | -10% | 1% | -0.2% | 2% | -0.5% | -7% | -20%
Cc1ccc(CNC(=O)CS(=O)(=O)Cc2nc(-c3ccc(C)cc3)oc2C)cc1 | 1.2% | . | -26% | -78% | -0.5% | 5% | -0.1% | 0% | 20%
Cn1c(=O)[nH]c(=O)c2c1nc(Br)n2C/C=N/Nc1ccccc1 | 7.5% | i | -26% | -27% | -0.2% | -6% | 1.6% | -2% | -50%
CC1(C)Cc2c(c(-c3ccccc3)nc3[nH][nH]c(=O)c23)CO1 | -1.5% | i | -17% | -6% | 0.1% | 5% | -1.1% | . | 15%
O=C(NCCc1ccccc1)C1CCCN1C(=O)Nc1ccc(F)cc1 (configuration not stated) | 5.4% | i | -14% | 24% | -0.3% | 0% | -0.9% | -4% | 4%
O=C(CCNS(=O)(=O)c1cccs1)Nc1ccccc1F | 3.8% | i | -28% | -46% | -0.2% | 10% | 2.6% | -5% | -4%
Cc1cccc(-c2nc(CSCC(=O)NCc3cccs3)c(C)o2)c1 | 0.8% | i | -4% | -14% | -1.2% | -8% | 0.2% | 0% | 7%
CCCCC1=CC2=C(c3ccco3)C(=O)C(C)(OC(=O)c3ccc(OC)cc3)C(=O)C2=CN1c1ccc(OC)cc1 (configuration not stated) | 1.8% | i | -4% | 45% | -0.5% | 29% | 24% | -2% | 13%
O=C(CNCCO)N1N=C(c2cccs2)CC1c1cccs1 (configuration not stated) | . | i | -20% | -34%[20 µM] | -0.2% | -6% | -0.9% | -8% | -4%
Cc1ccc([C@@H]2[C@@H]3C(=O)N(C)C(=O)[C@@H]3[C@@H]3C(=O)Nc4ccccc4C(=O)N23)cc1 | 1.0% | . | -10% | -31%[20 µM] | 1.4% | -3% | 2.1% | 0% | -6%
N#Cc1c(N(CCO)CCO)nc(N)c2c(N)nc3c(c12)CC(=O)N3CC1CCCO1 (configuration not stated) | 5.0% | i | -8% | -8% | 0.3% | -29% | 0.6% | 1% | 6%
O=C(COc1ccc(Cl)cc1)Nc1cc(NC(=O)COc2ccc(Cl)cc2)cc(C(=O)O)c1 | -0.8% | . | -28% | -28% | -0.9% | 6% | 26µM* | . | -15%

Continued:
SMILES | KOR beta-arrestin-1 | Yfh1-off respiration | NOD1 inhibition | KOR beta-arrestin-2 | West Nile antiviral | AID2073 | HIV peptide binding | Dengue-2 NS5 capping | HEK293 NOD2/NF-kB | others
Cc1cc(C)n(CC(=O)N2c3ccccc3Sc3ccccc32)n1 | -2.9% | i | -38% | 2% | -0.2% | 8% | 0.9% | -6% | 7%
Nc1cc(C(F)(F)F)ccc1NCCc1ccccn1 | 6.6% | . | -6% | 18% | 1.1% | -22% | -2.2% | 3% | -19%
O=[N+]([O-])c1ccccc1/C=N/N1CCN(c2ccc(Cl)cc2)CC1 | -2.1% | i | -24% | 3% | -0.3% | -10% | -2.2% | -10% | -10%
O=C(Nc1cc2ccccc2oc1=O)C1CCCCC1 | -0.7% | i | -17% | 23% | -0.2% | -2% | -2.3% | -2% | -154%
CS(=O)(=O)N(CCc1ccccc1)CC(=O)NCc1ccco1 | -0.3% | i | -10% | -14% | 0.1% | -3% | 2.1% | 3% | 1%
COc1ccc(-n2cc(-c3ccccc3)[nH]c2=S)cc1 | -0.8% | i | -42% | 11% | -0.4% | -15% | 0.0% | -8% | -112%
CC(=O)c1c(COC(=O)c2cccc(C)c2)nc2ccccc2[n+]1[O-] | 2.8% | i | -13% | 5% | 0.2% | -16% | -1.8% | -3% | -4%
O=C(NC(=S)Nc1ccc(Br)cc1)C1CCCCC1 | 1.5% | . | -14% | 21% | 0.0% | 5% | 0.3% | -10% | -25%

Screening data: PubChem, several laboratories
